SENP6 inh: inhibitors of human SENP6 protease; Recombinant SENP6 catalytic domain, aminoluciferin luminescence; inhibition, % at 10 µM; 1.8% of 330,000 active;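 active = inhibition above about 50% at the single tested dose, limit read from the data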;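 note: plate controls were DMSO wells with enzyme for no effect and DMSO wells lacking enzyme for full effect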
Target sequence (Q9GZR1 628-1112 limits assumed): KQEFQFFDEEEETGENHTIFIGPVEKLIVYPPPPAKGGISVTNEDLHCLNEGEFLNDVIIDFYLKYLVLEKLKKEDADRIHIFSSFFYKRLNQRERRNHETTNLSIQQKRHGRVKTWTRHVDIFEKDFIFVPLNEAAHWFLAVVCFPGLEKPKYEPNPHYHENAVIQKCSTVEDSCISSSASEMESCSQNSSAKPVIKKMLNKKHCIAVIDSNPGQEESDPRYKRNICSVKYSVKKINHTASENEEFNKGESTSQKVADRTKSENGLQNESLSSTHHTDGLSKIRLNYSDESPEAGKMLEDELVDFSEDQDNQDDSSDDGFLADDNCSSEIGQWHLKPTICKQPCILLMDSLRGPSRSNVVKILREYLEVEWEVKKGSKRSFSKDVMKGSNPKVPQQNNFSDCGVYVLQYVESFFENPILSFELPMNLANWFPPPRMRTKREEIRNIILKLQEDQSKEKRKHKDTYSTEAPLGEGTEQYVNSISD
SENP1 inh: inhibitors of human SENP1 SUMO protease catalytic domain; Q9P0U3; recombinant SENP1 catalytic domain, CyPet-SUMO1-YPet FRET cleavage; inhibition, % at 10 µM; 0.21% of 360,000 active;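 active = inhibition at least 30% at 10 µM, raw YFP signal under a set limit, fluorescence ratio 0.5 to 1.5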;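 note: 0% = enzyme with DMSO and 100% = no enzyme wells; some results filed as inactive read as strong as hits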
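material = recombinant human SENP1 catalytic domain, His6-tagged | quantity = 20 pM enzyme | reagent = 25 nM SUMO1 FRET substrate | compound dosing = 10 µM single point, 0.5% DMSO | timing = 50 min enzyme reaction, room temperature, light-protected | detection = FRET, CFP and YFP emission | control set = no-enzyme low, enzyme-DMSO high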
Apaf1 inhib: human Apaf-1 inhibition; 0.71% of 330,000 active; inhibition, % at 20 µM; reconstituted apoptosome caspase-3 activity, DEVD-Rh110 fluorescence; active = inhibition of at least 40% at 20 µM;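 note: plate controls were DMSO wells for no effect and DEVD-CHO caspase inhibitor wells for full effect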
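detection = Rh110 fluorescence intensity | test system = biochemical Apaf-1 apoptosome reconstitution | also added = cytochrome c and DEVD-Rh110 substrate | schedule = 30 min plus 50 min, RT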
UBC13 inh: human UBC13 polyubiquitination inhibition | UBC13 polyubiquitin chain formation, TR-FRET | 0.47% of 330,000 active | inhibition, % at 20 µM | P61088; in the data active = inhibition above about 45%, passing the limit was not always enough; inconclusive = no clear call, values can overlap the other calls
Target sequence (P61088 whole entry, looked up): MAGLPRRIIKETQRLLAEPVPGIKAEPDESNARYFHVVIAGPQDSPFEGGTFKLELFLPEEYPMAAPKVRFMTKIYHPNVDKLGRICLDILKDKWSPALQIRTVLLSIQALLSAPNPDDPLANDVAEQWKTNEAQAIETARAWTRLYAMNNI
APOBEC3G inh: blocks human APOBEC3G single-stranded DNA deamination; 0.28% of 330,000 active; AID 493012; recombinant A3G, ssDNA deamination FAM/TAMRA fluorescence; Q9HC16; inhibition, % at 20 µM;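 active = inhibition of at least 40% at 20 µM, with no more than 30% in the related APOBEC3A deaminase screen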;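 note: plate controls were DMSO wells with A3G for no effect and wells lacking A3G enzyme for full effect; some compounds called inactive have numbers as strong as hits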
SENP8 block-1: inhibitors of human SENP8 protease | Q96LD8 | recombinant SENP8, Nedd8 substrate fluorescence | inhibition, % at 20 µM | 0.64% of 360,000 active | AID 602440; in the data active = inhibition mostly above about 40%, no sharp cut-off; inactive = mostly below about 27%
Target sequence (Q96LD8 whole entry, looked up): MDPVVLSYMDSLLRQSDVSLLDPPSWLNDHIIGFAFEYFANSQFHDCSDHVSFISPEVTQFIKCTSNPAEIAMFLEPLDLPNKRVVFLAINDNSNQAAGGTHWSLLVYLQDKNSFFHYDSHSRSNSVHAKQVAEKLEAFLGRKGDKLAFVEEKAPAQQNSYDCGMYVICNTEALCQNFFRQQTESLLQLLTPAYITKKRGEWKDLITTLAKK
SENP7 block: SENP7 protease inhibition; Q9BQF6; recombinant SENP7, Z-RLRGG-aminoluciferin luminescence, 40 min; inhibition, % at 5 µM; 1.5% of 330,000 active;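 active = inhibition above about 50% at the single test dose, limit read from the data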;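 note: plate controls were DMSO with enzyme for no effect and no enzyme buffer wells for full effect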
SENP8 block-2: inhibitors of human SENP8 protease; Q96LD8; purified SENP8, Z-RLRGG-aminoluciferin cleavage, luminescence; inhibition, % at 10 µM; 1.2% of 330,000 active; AID 2540; in the data active = inhibition above about 50%
Starred values were filed as active, the others as inactive; i = inactive; ? = inconclusive; / = not tested or not shown.

SMILES	SENP6 inh	SENP1 inh	Apaf1 inhib	UBC13 inh	APOBEC3G inh	SENP8 block-1	SENP7 block	SENP8 block-2
Cc1ccc(F)cc1NCC(=O)Nc1ccc(Cl)cc1F	-6	4	2	8	-9	5	-4	-8
CC(C)CCNC(=O)C1CCN(C(=O)N(C)C)CC1	-4	5	-11	4	-4	15	-7	-6
COc1ccccc1Oc1c(C)oc2c(CN3CCN(C)CC3)c(O)ccc2c1=O	-1	/	i	15	-2	/	5	-4
CC(C)CCn1c(N)c(S(=O)(=O)c2cccs2)c2nc3ccccc3nc21	13	-16	51*	-15	-1	-287	11	14
O=C(CN(C1CCCCC1)S(=O)(=O)c1ccc(F)cc1)NC1CC1	-8	2	-7	2	-4	20	0	-4
COc1ccc(NC(=S)N2CCN(C(=O)C3CCCO3)CC2)cc1 (stereo not drawn)	-18	2	-11	-7	-5	6	8	-6
COc1ccc(C2CC(=O)Oc3c(C(CCN4CCN(c5ccccc5)CC4)c4ccc(N(C)C)cc4)c(OC)cc(OC)c32)cc1 (stereo not drawn)	-1	1	25	-8	-6	14	-1	1
Cc1ccc(NC(=O)C2CCN(S(=O)(=O)c3ccc4c(c3)CC(C)N4C(=O)C3CCC3)CC2)nc1 (stereo not drawn)	-13	1	16	-5	-7	23	-12	-9
Cc1ccc(/C=C/C(=O)OCC(=O)NCc2ccc(Cl)cc2)o1	4	0	-5	-19	-3	7	5	-13
COC(=O)c1c(C)[nH]c(C(=O)CSc2nnnn2-c2ccccc2)c1C	-12	0	-6	-3	-2	32	0	0
CCN(C(=O)COC(=O)c1ccc(O)cc1O)c1c(N)n(Cc2ccccc2)c(=O)[nH]c1=O	3	2	-9	12	-1	9	-1	-1
Cc1ccc(N(CC(=O)NC2CCCC2)C(=O)Cn2nnc(-c3ccccc3F)n2)cc1	20	2	2	3	-17	7	-8	3
O=C(O)c1cccc(-n2c(/C=C/c3ccc([N+](=O)[O-])cc3)nc3ccccc3c2=O)c1	-23	-1	8	-16	-4	-54	-15	-7
O=C(O)c1ccc(COc2ccc3ccccc3c2)o1	89*	0	-21	-2	-6	16	55*	81*
OCCOCCn1c(-c2ccccc2)nc(=S)c2c1CCCC2	1	-1	0	2	-9	-1	-5	4
CCOC(=O)N/N=C/c1ccc(N(CC)CC)cc1O	-13	-11	8	-15	-9	-5	-8	-15
CC1CC(C)CN(C(=O)COC(=O)CNS(=O)(=O)/C=C/c2ccccc2)C1 (stereo not drawn)	-4	1	3	8	-4	21	1	-3
COc1ccccc1NC(=O)Cn1nnc2sc3c(c2c1=O)CC(C)(C)OC3	-24	-1	2	-5	-6	18	-10	-4
O=C(C1Cc2ccccc2CN1S(=O)(=O)c1cccs1)N1CCCCC1 (stereo not drawn)	-16	0	-6	-6	-7	14	2	1
CCOC(=O)[C@H]1[C@H]2COc3ccc(Cl)cc3[C@@H]2N2C(=O)c3ccc(Cl)cc3NC(=O)[C@@]12C	-6	-1	8	-10	-6	8	4	9
COc1ccc(NC(=O)c2cc(S(=O)(=O)N(C)C)ccc2N2CCCC2)cc1Cl	-9	1	23	4	-3	-12	10	-1
CCC(C)Nc1nc(OC)nc(N(C)C#N)n1 (stereo not drawn)	-14	4	-3	-19	-5	29	-5	-10
CCOC(=O)CNC(=O)C(Cc1ccccc1)NC(=O)OCc1ccccc1 (stereo not drawn)	4	1	2	3	11	16	4	-10
COc1cc(CN2CCCC(N3CCN(c4ccccc4C)CC3)C2)ccc1O (stereo not drawn)	-8	3	-10	4	-3	16	4	1
COc1ccc(C(=O)Nc2ccc(C(=O)Nc3nccs3)cc2)cc1[N+](=O)[O-]	7	7	-13	-8	-5	12	6	12
COc1ccc(CC(=O)OCC(=O)NCc2ccco2)cc1OC	-13	0	3	6	-6	17	0	-7
O=C(Nc1ccc2c(c1)CCC2)c1cccc(OC(F)F)c1	79*	1	4	2	-5	16	75*	68*
COc1cc(/C=C/C(=O)O)cc(S(=O)(=O)NC2CCCC2)c1OC	3	2	-18	4	-5	-39	4	0
Cc1ccc(-c2csc3ncn(CC(=O)OC(C)C)c(=O)c23)cc1	-18	1	6	-11	-7	10	2	1
CCc1ccc(/C=N/NC(=O)C(=O)NCCCN2CCOCC2)cc1	-3	-1	7	-12	-10	14	-10	-4

Part of the list above in order of length of the SMILES, largest number first:
SMILES	SENP6 inh	SENP1 inh	Apaf1 inhib	UBC13 inh	APOBEC3G inh	SENP8 block-1	SENP7 block	SENP8 block-2
CCOC(=O)[C@H]1[C@H]2COc3ccc(Cl)cc3[C@@H]2N2C(=O)c3ccc(Cl)cc3NC(=O)[C@@]12C	-6	-1	8	-10	-6	8	4	9
COc1ccc(NC(=O)c2cc(S(=O)(=O)N(C)C)ccc2N2CCCC2)cc1Cl	-9	1	23	4	-3	-12	10	-1
O=C(Nc1ccc2c(c1)CCC2)c1cccc(OC(F)F)c1	79*	1	4	2	-5	16	75*	68*

The list continues.
SMILES	SENP6 inh	SENP1 inh	Apaf1 inhib	UBC13 inh	APOBEC3G inh	SENP8 block-1	SENP7 block	SENP8 block-2
CCOc1cc(N2CCOCC2)c(OCC)cc1NC(=O)c1ccc2ncsc2c1	-19	26	-2	-5	-4	9	4	0
O=C(c1cnn(C(=O)c2cccc(S(=O)(=O)N3CCOCC3)c2)c1)c1cc(Cl)cc(Cl)c1O	3	/	-8	18	-3	/	-5	4
CSc1ccccc1NC(=O)CN(c1ccccc1Br)S(C)(=O)=O	-4	-1	-2	6	-3	6	-4	-1
Cc1ccc(NC(=O)CS(=O)CC(=O)Nc2cccc(C)c2C)cc1F (stereo not drawn)	-3	1	15	23	-6	4	-15	-3
CCC(=O)N1CCN(c2ccc(NC(=O)c3ccc4c(c3)OCCO4)cc2)CC1	-6	2	-4	2	-4	3	-2	-5
O=C(N/N=C/c1ccc(N2CCOCC2)cc1)C1CC1	-8	2	-14	10	-7	-344	-10	-1
CCNCC(=O)N1c2ccccc2CCc2ccc(NC(=O)OCC)cc21	-7	-1	10	-1	-9	6	0	16
COC(=O)C1C(=O)C(C(=O)c2ccccc2)C(=O)CC1(C)C (stereo not drawn)	15	-2	-3	-4	0	12	-8	15
O=C(O)CCN1C(=O)c2ccc(Oc3ccc4c(c3)C(=O)N(CCC(=O)O)C4=O)cc2C1=O	-3	3	-8	4	-1	-9	-1	-2
CC(=O)Nc1c(O)nc(SCC(=O)Nc2c(C)cccc2C)[nH]c1=O	-14	2	-16	6	-2	14	5	1
NC(=NC(=O)c1ccc(OC(F)(F)F)cc1)c1ccc(C(F)(F)F)cn1	-8	3	-12	-4	-6	16	2	1
CCOc1ccc(Oc2c(/C=N/NC(N)=O)c(C)nn2-c2ccccc2)cc1	-2	2	13	-24	-3	7	-7	-8
O=C(Nc1ccccc1)NC1(C(=O)NCc2cccs2)CCCCC1	-5	1	-16	6	-2	11	-5	0
COCCCNc1nc2c(-c3ccc(Cl)cc3)nnn2c2ccccc12	2	-39	-2	?	-7	-376	2	5
COC(=O)c1ccc(Cn2nnc3c(=O)[nH]c(C4CCN(S(=O)(=O)c5ccc(F)cc5)CC4)nc32)cc1	-10	3	19	8	-10	28	3	-6
O=C(O)/C(=C\c1cn(-c2ccccc2)nc1-c1ccc(Cl)cc1)NC(=O)c1ccccc1	-11	0	-9	-11	0	-4	3	6
CCOC(=O)N1CCN(C(=O)C2c3cc(OC)c(OC)cc3C(=O)N3CCc4ccccc4C23)CC1 (stereo not drawn)	-19	0	-7	1	-4	-28	-6	-3
O=C(NCCN1CCOCC1)C(=O)NCC1OCCN1C(=O)c1ccc(Cl)cc1 (stereo not drawn)	-2	-2	1	-4	-6	3	-1	0
Cc1ccc(-n2c(C)cc(C3N=C(N)Nc4nc5ccccc5n43)c2C)c(C)c1 (stereo not drawn)	-22	0	22	9	-1	16	0	-9
Cc1ccc(CN(C#N)c2nc(C)cc(C)n2)cc1	-8	4	11	-2	-8	15	1	-4
COc1ccc(S(=O)(=O)N2CCN(Cc3ccccc3)CC2)cc1OC	-5	-1	-10	-3	-12	22	15	0
O=C(Nc1ccc(Cl)cc1Cl)c1ccc(-c2ccccc2)cc1	-23	3	-14	23	-5	19	-1	-3
CC(C)(C)C1=Nn2c(nnc2-c2ccccn2)SC1	-6	3	2	-9	20	1	16	-8
COc1ccc(Cl)cc1C(=O)NNC(=S)NC(=O)c1ccc(F)c(F)c1	10	0	-11	-34	-4	27	5	-1
O=C(NCCc1ccncc1)Nc1ccc(F)cc1	-14	5	-1	-10	-6	9	-1	-5
N#Cc1ccc(C(=O)Nc2cccc3ncccc23)c(F)c1	-5	1	-8	3	2	24	8	-2
FC(F)(F)c1cccc(-c2nnc(-c3ccccc3)c(N3CCOCC3)n2)c1	5	1	16	-3	-3	5	7	1
CC(=O)c1nn(-c2cccc(C)c2)cc1C(=O)c1cccc(Br)c1	-18	-79	-18	2	-8	-400	-4	-5
COc1ccc(-c2cc(C(=O)Nc3cccnc3Cl)no2)cc1OC	-11	11	2	12	1	-63	7	0
CNS(=O)(=O)c1cccc(C(=O)NCC2CCCCC2)c1	0	2	2	5	-6	13	3	-8
O=C(c1cccc(S(=O)(=O)NCc2ccccc2)c1)N1CCCC1	4	0	1	2	-1	-5	-4	-4
S=C(NCCN1CCOCC1)Nc1ccc(Br)cc1	-1	1	1	0	4	18	0	-1
COc1ccc(C2N3CC4(C)CN2CC(C)(C3)C4=O)cc1OC (stereo not drawn)	-16	0	-9	8	-4	-2	-8	3
COC(=O)[C@@H](N)Cc1ccc(O)c(O)c1	-6	-2	10	9	2	2	9	-10

Molecules listed so far that have fluorine:
SMILES	SENP6 inh	SENP1 inh	Apaf1 inhib	UBC13 inh	APOBEC3G inh	SENP8 block-1	SENP7 block	SENP8 block-2
Cc1ccc(F)cc1NCC(=O)Nc1ccc(Cl)cc1F	-6	4	2	8	-9	5	-4	-8
O=C(CN(C1CCCCC1)S(=O)(=O)c1ccc(F)cc1)NC1CC1	-8	2	-7	2	-4	20	0	-4
Cc1ccc(N(CC(=O)NC2CCCC2)C(=O)Cn2nnc(-c3ccccc3F)n2)cc1	20	2	2	3	-17	7	-8	3
O=C(Nc1ccc2c(c1)CCC2)c1cccc(OC(F)F)c1	79*	1	4	2	-5	16	75*	68*
Cc1ccc(NC(=O)CS(=O)CC(=O)Nc2cccc(C)c2C)cc1F (stereo not drawn)	-3	1	15	23	-6	4	-15	-3
NC(=NC(=O)c1ccc(OC(F)(F)F)cc1)c1ccc(C(F)(F)F)cn1	-8	3	-12	-4	-6	16	2	1
COC(=O)c1ccc(Cn2nnc3c(=O)[nH]c(C4CCN(S(=O)(=O)c5ccc(F)cc5)CC4)nc32)cc1	-10	3	19	8	-10	28	3	-6
COc1ccc(Cl)cc1C(=O)NNC(=S)NC(=O)c1ccc(F)c(F)c1	10	0	-11	-34	-4	27	5	-1
O=C(NCCc1ccncc1)Nc1ccc(F)cc1	-14	5	-1	-10	-6	9	-1	-5
N#Cc1ccc(C(=O)Nc2cccc3ncccc23)c(F)c1	-5	1	-8	3	2	24	8	-2
FC(F)(F)c1cccc(-c2nnc(-c3ccccc3)c(N3CCOCC3)n2)c1	5	1	16	-3	-3	5	7	1

No enrichment for hits; about 3.6% have a hit in one of these screens.
